Screens deposited in PubChem BioAssay by Sanford-Burnham Center for Chemical Genomics.
H9c2 TAG inh – reduces triacylglycerol accumulation in H9c2 cells; AID 651582; Nile Red lipid (TAG) fluorescence; cells loaded with 200 µM oleic acid; inhibition, % at 12.5 µM; 230,000 compounds, 0.66% hits;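 active means pattern-corrected inhibition of lipid staining of at least 50% with the nuclear-stain viability signal not falling by more than 50%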;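 further: 0% = DMSO wells and 100% = triacsin C control wells; some results filed as inactive read as strong as hits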
H9c2 TAG inh DAPI viability – also measured in H9c2 TAG inh; calls as there; DAPI nuclei signal change (viability), lower = more cytotoxic, %;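 whole-well DAPI fluorescence read on a plate reader as a viability signal; minus 50 percent equals half of cells still viable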
Active calls of the source: *.

No.	smiles	H9c2 TAG inh	H9c2 TAG inh DAPI viability
1	COc1ccc(S(=O)(=O)N(C)C[C@H]2Oc3ccc(NC(=O)C4CCCCC4)cc3C(=O)N([C@H](C)CO)C[C@@H]2C)cc1	2	-2
2	CN(CC(=O)Nc1ccc(Cl)cc1)C(=O)C1=COCCO1	13	-4
3	CC(=O)O[C@@H]1[C@H]2[C@@H](C[C@@H](C)[C@@H]3CCC(=O)[C@@]13C)OC(=O)[C@@H]2C	5	5
4	CCn1c(=O)c2ccccc2n(Cc2cccc(C)c2)c1=O	-9	-11
5	O=c1[nH]c(NCc2ccccc2)nc2c1CCC2	9	-27
6	O=C(CN1CCN(S(=O)(=O)c2ccc(F)c(Cl)c2)CC1)N1CCc2ccccc2C1	-3	-2
7	COc1ccc(N/C=C(\C(C)=O)c2ccc(OC)c(OC)c2)cc1OC	-5	4
8	COc1ccc(C(C)C)cc1S(=O)(=O)Nc1ccncc1	4	0

The list goes on.
No.	smiles	H9c2 TAG inh	H9c2 TAG inh DAPI viability
9	Nc1ccc2cccc(O)c2c1	24	-18
10	COc1ccc(C2/C(=C(/O)c3ccc4c(c3)CC(C)O4)C(=O)C(=O)N2CCCN2CCOCC2)cc1OC (centres undefined)	-4	0
11	CCCCNC(=O)c1ccc(CNc2c(N3CCC(C(=O)OCC)CC3)c(=O)c2=O)cc1	2	-1
12	O=C1NC(=O)C(=O)N1	4	4
13	CC1CCN(C(=O)NC(=O)c2ccc(Cl)cc2)CC1	11	-5
14	CC1CCN(S(=O)(=O)c2ccc(C(=O)Nc3ncccc3O)cc2)CC1	2	8
15	Cc1ccc(NC(=O)c2nc[nH]c2C(=O)N[C@@H](C)c2ccccc2)cc1	12	0
16	N#C/C(=C1/CCCCCN1)c1nc2ccccc2[nH]1	6	6

More compounds.
No.	smiles	H9c2 TAG inh	H9c2 TAG inh DAPI viability
17	Cc1ccc(S(=O)(=O)N2[C@@H](c3ccc(C(C)(C)C)cc3)C(C(=O)O)=CC[C@H]2c2cccs2)cc1	4	-1
18	COc1cc(O)c(C=Nc2ccccc2NS(=O)(=O)c2ccc(C)cc2)c(OC)c1	-6	3
19	COC(=O)c1c(C)[nH]c(C(=O)C(C)OC(=O)c2ccco2)c1C (centres undefined)	-79	4
20	CCc1ccc(NC(=O)COC(=O)Cn2cnc3ccccc32)cc1	-18	7
21	CN(C)C(=O)CCc1ccc2c3c([nH]c2c1)[C@]1(CCc2ccccc2)[C@@H](C(=O)N2CCCCC2)C[C@H](CC(=O)NCc2ccco2)C(=O)N1CC3	-1	11
22	CC(=O)Nc1cc(-c2ccncc2)cn2c(-c3ccccc3)cnc12	12	1
23	CCCCCC(=O)Nc1ccc(-c2cn3cccnc3n2)cc1	6	11
24	CCC1CCCCN1C(=O)CSc1nc(N)c(NC(=O)c2ccco2)c(=O)[nH]1 (centres undefined)	3	-3

The list continues.
No.	smiles	H9c2 TAG inh	H9c2 TAG inh DAPI viability
25	Cc1cc(C)n(-c2ccc(C(=O)NC3CCCCC3)cc2)n1	-9	10
26	O=C(NCc1ccc(F)cc1)C1CCN(C(=O)NCc2ccccc2)CC1	43	-9
27	O=C(Nc1ccc(N2CCOCC2)cc1N1CCOCC1)c1ccccc1	-2	-1
28	Cc1ccc(S(=O)(=O)N2CCN(C(=O)COC(=O)CCOc3ccccc3C)CC2)cc1	-21	-1
29	c1ccc(N2CCN(c3nc(NCc4ccco4)c4ccccc4n3)CC2)cc1	47	13
30	CC(=O)N(C(C)=O)N1C(=O)C2C3c4ccccc4C(c4ccccc43)C2C1=O (centres undefined)	-25	9
31	Cc1cccc(N2C(=O)CC(SC(N)=Nc3ccccc3)C2=O)c1 (centres undefined)	19	-5
32	O=c1c2ccccc2[nH]c(=S)n1CC1CCCO1 (centres undefined)	-31	34

Continuation:
No.	smiles	H9c2 TAG inh	H9c2 TAG inh DAPI viability
33	CC(=O)C[C@H](O)CC(=O)[C@H]1OC(=O)CC/C=C\Cc2ccccc21	14	-28
34	O=C(CCNC(=O)c1ccco1)NCc1ccccc1	-1	-1
35	Cc1cc(NC(=O)CSC2=Nc3ccccc3C3=NC(Cc4ccccc4)C(=O)N23)n[nH]1 (centres undefined)	36	-20
36	COc1nc(OC)nc(N2CCC(C(=O)NC3CCCCCC3)CC2)n1	-10	-2
37	NNC(=O)Cn1nnc(-c2ccc(C(F)(F)F)cc2)n1	-3	-3
38	COC(=O)c1ccc(CSc2nnc(C)n2N)o1	-18	9
39	COc1cccc(N2CC(NS(=O)(=O)c3cccs3)CC2=O)c1 (centres undefined)	4	9
40	COCCNC(=O)C(=O)N/N=C(\C)CC(=O)Nc1ccc2c(c1)OCO2	-2	2

Exported with values under each structure: part of the list above
Value order: H9c2 TAG inh	H9c2 TAG inh DAPI viability
39: COc1cccc(N2CC(NS(=O)(=O)c3cccs3)CC2=O)c1 (centres undefined)
  4	9
40: COCCNC(=O)C(=O)N/N=C(\C)CC(=O)Nc1ccc2c(c1)OCO2
  -2	2

(continued)
No.	smiles	H9c2 TAG inh	H9c2 TAG inh DAPI viability
41	O=C(COC(=O)CNC(=O)c1ccccc1F)Nc1ccc2[nH]c(=O)[nH]c2c1	4	2
42	CCCCC[C@H]1CN(CCc2ccccc2)C(=O)[C@@H]1CC(=O)NCc1ccc(OC)cc1	-1	-6
43	O=C(NNC(=O)c1ccco1)Nc1ccccc1	2	-4
44	CCCc1nc2n[nH]c(N)c2c2c1CCCC2	-5	-4
45	CCc1[nH]nc(C(=O)N2CCCC(CCC(=O)N3CCN(c4ccccn4)CC3)C2)c1C (centres undefined)	2	-3
46	CCCc1n(CC(O)COCC2CC=CCC2)c2ccccc2[n+]1C (centres undefined)	-10	-2
47	CCOC(=O)C1CCN(C(=O)CC(C)c2ccccc2)CC1 (centres undefined)	2	0
48	Cc1ccc(S(=O)(=O)N(CC(=O)NCc2ccc(F)cc2)C(=O)N2CCN(C)CC2)cc1	7	1

Next part
No.	smiles	H9c2 TAG inh	H9c2 TAG inh DAPI viability
49	FC(F)(F)c1cnc(NNC(=S)Nc2cccnc2)c(Cl)c1	-3	4
50	O=C(CSc1ccc(Br)c2cccc(Cl)c12)Nc1ccc(S(=O)(=O)Nc2nccs2)cc1	5	7
51	COc1cccc(OC)c1C(=O)N1CCN(Cc2ccncc2)CC1	-2	1
52	O=C(C1CCC(=O)N(C2CCCC2)C1)N1CCC(Oc2ccccc2Cl)CC1 (centres undefined)	-25	-3
53	O=C(OCCOCn1cc(Br)c(=O)[nH]c1=O)c1ccccc1	-2	-4
54	O=[N+]([O-])c1ccccc1/C=N/NC1=NCCN1	-11	-5
55	CCOc1ccccc1CNC(=O)c1ccc2nc(N3CCOCC3)sc2c1	-10	-3
56	COc1ccccc1/C=C/C=C1\Oc2c(ccc(O)c2CN(C)C)C1=O	6	-1

Full records, looked up by structure. Order of screens: H9c2 TAG inh | H9c2 TAG inh DAPI viability
O=C(CSc1ccc(Br)c2cccc(Cl)c12)Nc1ccc(S(=O)(=O)Nc2nccs2)cc1 is entered as 5 | 7
CCOc1ccccc1CNC(=O)c1ccc2nc(N3CCOCC3)sc2c1 is entered as -10 | -3
FC(F)(F)c1cnc(NNC(=S)Nc2cccnc2)c(Cl)c1 is entered as -3 | 4
COc1cccc(OC)c1C(=O)N1CCN(Cc2ccncc2)CC1 is entered as -2 | 1
O=C(OCCOCn1cc(Br)c(=O)[nH]c1=O)c1ccccc1 is entered as -2 | -4

Carrying on:
No.	smiles	H9c2 TAG inh	H9c2 TAG inh DAPI viability
57	CCc1ccccc1NC(=O)Nc1ccsc1C(=O)OC	14	-7
58	CC1(C)CC2(CC(c3cccs3)c3cc(Cl)c(O)cc3O2)NC(=S)N1 (centres undefined)	-15	4
59	CC(=O)N1CCOc2ccc(S(=O)(=O)NC[C@H]3O[C@@H](n4cnc5c(N)ncnc54)[C@H](O)[C@@H]3O)cc21	-1	-4
60	Cc1cc(C)cc(NC(=O)c2cccnc2)c1	5	-3
61	N#Cc1ccc(OCC(=O)NC2=NCCS2)cc1	11	-18
62	CCOP(=O)(CN(CC)C(=O)c1ccccc1Br)OCC	-8	2
63	Cc1ccc(CN(C)C(=O)C2CCCN2C(=O)c2cccs2)o1 (centres undefined)	-23	3
64	CC(=O)Nc1cccc(C(=O)OC(C(=O)c2ccc(C)cc2)c2ccccc2)c1 (centres undefined)	-10	9

Remaining list, next part
No.	smiles	H9c2 TAG inh	H9c2 TAG inh DAPI viability
65	O=C(Nc1nc(-c2cc(Cl)sc2Cl)cs1)c1cccs1	5	4
66	CC1(C)CC2C1CCC1(O)CC2(C)CCC1N(O)c1ccc(C(=O)NCCO)cn1 (centres undefined)	0	-8
67	N#Cc1ccsc1NC(=O)CN1C(=O)NC2(CCCC2)C1=O	13	-6
68	COCCNC(=O)CSc1nc2ccccc2c(=O)n1CCC(=O)NCCc1ccc(OC)c(OC)c1	-16	1
69	CCOC(=O)c1sc(NC(=O)c2ccccc2)cc1C	1	7
70	CCC1(C)NC(=O)N(CC(=O)Nc2sc3c(c2C(=O)OC)CCCCC3)C1=O (centres undefined)	-17	-6
71	COc1ccc(CN2CCN(Cc3cccc4nonc34)CC2CCO)c(C)c1C (centres undefined)	-13	14
72	O=C(NCCCSc1ccccc1)c1cc(Br)ccc1O	-17	-3

(continued)
No.	smiles	H9c2 TAG inh	H9c2 TAG inh DAPI viability
73	COC(=O)[C@]1(Cc2ccccc2)N[C@H](c2ccc(-c3cccc(Cl)c3)c(OC)c2)[C@@H]2C(=O)N(C)C(=O)[C@@H]21	55*	-18*
74	C[C@H](O)[C@@H]1C(=O)N2CCc3ccc(N4CCN(C)CC4)cc3[C@@H]2C[C@@H]1N(C)C(=O)NC1CCCCC1	-5	-1
75	C=CCNC(=S)NN=C1CCCCCCC1	-11	4
76	O=C1C=CN2CCCCC2CC1 (centres undefined)	-20	15
77	COc1cccc(NC(=O)CSc2nc3ccsc3c(=O)n2-c2ccc(C(=O)O)cc2)c1	10	-3
78	O=C(COC(=O)CCSc1ccc(Cl)cc1)NCc1ccco1	-1	-8
79	CCOC(=O)N1CCN(S(=O)(=O)CCNC(=O)c2ccc(OC)cc2)CC1	1	-15
80	c1cc2c(nn1)CCc1nonc1-2	22	-8

Next part:
No.	smiles	H9c2 TAG inh	H9c2 TAG inh DAPI viability
81	COc1ccc(NC(=O)N(C)C[C@H]2Oc3c(NC(=O)Nc4ccccc4)cccc3C(=O)N([C@H](C)CO)C[C@@H]2C)cc1	10	3
82	CCOc1ccccc1NC(=O)Cc1coc2ccc(C)cc12	-3	-3
83	CCn1c(SC(C)C(=O)NCC2CCCO2)nc2ccccc21 (centres undefined)	6	-3
84	Cc1cc([N+](=O)[O-])c(C)cc1-c1ccc(/C=N/NC(=O)c2cccnc2)o1	-8	0
85	CN(Cc1ccco1)C(=O)c1ccc(CNS(=O)(=O)c2ccc3c(c2)C(C)(C)C(=O)N3C)cc1	0	-2
86	S=C(NCCC1=CCCCC1)NCc1ccco1	-14	10
87	CCOc1ccc(CCN2CN(C3CCCCC3)CNC2=S)cc1OCC	-10	5
88	Cc1cc(C(=O)OCC(=O)Nc2ccccc2C(F)(F)F)on1	0	-6

(continued)
No.	smiles	H9c2 TAG inh	H9c2 TAG inh DAPI viability
89	O=C(O)c1cccc(Nc2ccc3nonc3c2[N+](=O)[O-])c1	-9	2
90	COc1ccc(S(=O)(=O)N2CCN(Cc3ccc(OC)c(OC)c3)CC2)cc1	-9	-1
91	O=C(C1CCCCC1)N1C[C@@H](O)[C@H](n2cc(-c3ccc(F)cc3)nn2)C[C@@H]1c1ccc(Cl)cc1	-2	-1
92	COc1cc(OC)c2ccc(=O)oc2c1C(CC(=O)N1CCOCC1)c1ccc(N(C)C)cc1 (centres undefined)	10	6
93	CCOC(=O)C1=C(C)NC(=O)NC1c1ccccc1Cl (centres undefined)	9	0
94	c1cncc(-c2nnc(-c3cccs3)o2)c1	9	-17
95	Cn1c(=O)c2c(nc(N3CCc4ccccc4C3)n2Cc2ccc(Br)cc2)n(C)c1=O	10	-5
96	CC(=O)c1cc(C#N)c(SCC(=O)Nc2nccs2)nc1C	8	6

Continuation:
No.	smiles	H9c2 TAG inh	H9c2 TAG inh DAPI viability
97	CCOC(=O)N1CCN(c2cc(C)c([N+](=O)[O-])cc2F)CC1	-14	3
98	CCOC(=O)CSc1cc(=O)n(CC)c2ccccc12	-3	21
99	O=C(Nc1ccc(N2CCN(c3ccc(C(F)(F)F)cn3)CC2)nc1)c1cccs1	3	11
100	Cc1ccc(C(=O)NC(CCc2ccccc2)C(=O)O)cc1 (centres undefined)	5	-3
101	OCC[C@H]1C[C@H](O)[C@@H](O)[C@]2(OCc3ccccc32)O1	4	4
102	Cc1cccc(C(=O)OCC(=O)NCc2cccs2)c1	-8	5
103	Cc1cccc(NC(=S)N(Cc2cccc(Br)c2)CC2CCC(C(=O)O)CC2)c1 (centres undefined)	4	9
104	O=C(NCc1cccc(C(F)(F)F)c1)C1CC(c2ccccc2C(F)(F)F)=NO1 (centres undefined)	-15	-6

(further entries)
No.	smiles	H9c2 TAG inh	H9c2 TAG inh DAPI viability
105	COc1cccc(CC2(CO)CCCN(CC3=Cc4cc(Cl)ccc4OC3)C2)c1 (centres undefined)	-23	14
106	Cc1ccc(Sc2nnc(-c3ccccc3)cc2C#N)cc1	-7	4
107	O=C(NC(=S)NCCC1=CCCCC1)c1ccco1	-5	1
108	O=C1NC(=O)C(Cc2ccccc2)(c2cccnc2)N1 (centres undefined)	-3	0
109	Cc1ncc(CN2CCCC(C(=O)Nc3ccc(-c4cscn4)cc3)C2)cn1 (centres undefined)	-7	10
110	CNc1nc2c(Cl)cc(Cl)cc2s1	-4	0
111	CN(C)c1ccc(CNC(=O)C2(C)Cc3c(-c4ccc5c(c4)OCO5)ccnc3O2)cc1 (centres undefined)	37	-33
112	COC(CNC(=O)C(=O)NCC1OCCN1C(=O)c1ccc(Cl)cc1)OC (centres undefined)	-1	-13
113	Cc1ccc(C2=NOC(C)(c3nnc(-c4ccc(Cl)cc4)o3)C2)cc1 (centres undefined)	8	-5
114	COc1cccc(/C=C/C(=O)OCC(=O)NCc2ccc(Cl)cc2)c1	9	-10

This is a subset; count on the stated rates, not on these rows.
